Assay outcomes from PubChem.
USP1 inh – inhibitors of human USP1/UAF1 deubiquitinase; O94782; recombinant USP1/UAF1, Ub-Rhodamine cleavage fluorescence; Potency, µM (highest dose often 57.1 µM), inactives show top-dose activity change, negative = inhibition, actives largely listed as inhibitors; 390,000 tested, 0.23% active; further: potency means the concentration at half of the fitted maximal effect; on the % scale 0 is the no-effect control and ±100 the full control effect; nearly all actives have a fitted effect of over 60% in size; inactives centre near -12
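High-throughput fluorogenic screen: 1nM USP1/UAF1 complex, Ub-Rho substrate 150nM final, 50mM HEPES pH 7.8 with 0.5mM EDTA, 0.1 mg/ml BSA, 1mM TCEP and 0.01% Tween-20.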
mIDH1 inhibitor – human IDH1 R132H inhibition | O75874 | IDH1-R132H enzyme, NADPH consumption, diaphorase/resazurin fluorescence | Potency, µM (doses to about 76.6 µM), without a hit: at the highest dose activity change, negative = inhibition, actives largely listed as inhibitors | 390,000 tested, 0.093% active | AID 602179; further: potency means the concentration at half of the fitted maximal effect; on the % scale 0 is the no-effect control and ±100 the full control effect; nearly all actives have a fitted effect of over 65% in size
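IDH1-R132H (0.5 ug/mL) preincubated 30 min with compound, then NADPH (0.016 mM) and alpha-KG (2 mM) added; 80 min at RT, pH 7.5. Remaining NADPH coupled via diaphorase/resazurin to fluorescence (540/590 nm); concentration-response curves normalized to no-enzyme control.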
TRHR enhancer – allosteric enhancers of human TRH receptor. P34981. TRHR cells, fluo-8 calcium fluorescence, EC20 TRH enhancement. enhancement, % at 2 µM. 360,000 tested, 0.66% active. AID 493056; in the data active means enhancement above about 30%; further: 0% is about no effect
Target sequence (P34981 whole entry, looked up): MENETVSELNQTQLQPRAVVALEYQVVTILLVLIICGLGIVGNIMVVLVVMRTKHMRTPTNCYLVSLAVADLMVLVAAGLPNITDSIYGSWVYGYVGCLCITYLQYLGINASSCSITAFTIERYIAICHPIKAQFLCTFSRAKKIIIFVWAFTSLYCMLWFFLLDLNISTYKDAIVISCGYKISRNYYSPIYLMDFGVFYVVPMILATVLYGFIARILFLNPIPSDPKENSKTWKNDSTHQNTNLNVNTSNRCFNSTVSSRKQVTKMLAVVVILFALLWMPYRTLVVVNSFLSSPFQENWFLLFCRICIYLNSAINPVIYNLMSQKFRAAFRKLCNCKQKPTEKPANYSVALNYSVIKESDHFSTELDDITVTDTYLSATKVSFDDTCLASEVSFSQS
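Enhancer read-out: after compound pinning and an initial kinetic agonist-mode read, an EC20 of TRH (10 nM final) was injected and fluo-8 calcium signal (Ex 480/Em 530) followed at 1 s/cycle for 100 cycles in TRHR-expressing cells.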
TrxR1 inh – inhibitors of rat thioredoxin reductase 1 | recombinant rTrxR1, NADPH fluorescence consumption, selenite substrate | Potency, µM (series often up to 114 µM), for the others: top-dose activity change, negative = inhibition, actives largely listed as inhibitors | O89049 | 390,000 tested, 1% active; further: potency means the concentration at half of the fitted maximal effect; on the % scale 0 is the no-effect control and ±100 the full control effect; nearly all actives have a fitted effect of over 65% in size
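Rat TrxR1 (90 nM in the dispensed reagent) was pre-reduced with 400 uM NADPH for 5 min at room temperature, then incubated with compound for 15 min. After 400 uM selenite was added, NADPH fluorescence (Ex 340/Em 450 nm) was followed for 8 min.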
D2 antag – antagonizes the human D2 dopamine receptor; P14416; HEK293 TREx D2 cells, calcium flux, dopamine EC80; inhibition, % at 10 µM; 340,000 tested, 2% active; in the data active means inhibition above about 30%; further: 0% is about no effect
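Measurement of antagonist activity uses fluorescent calcium dye in inducible HEK293 T-REx D2 cells: 10 s baseline, compound addition with 180 s read, EC80 dopamine addition with a further 180 s read.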
TrxR1 substrate – is turned over as a substrate by rat TrxR1. O89049. purified TrxR1 substrate turnover, NADPH consumption readout. Potency, µM (top dose mostly 114 µM), without a hit: top-dose activity change, negative = substrate turnover. 390,000 tested, 0.01% active; further: potency means the concentration at half of the fitted maximal effect; on the % scale 0 is the no-effect control and ±100 the full control effect; nearly all actives have a fitted effect of over 50% in size
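Rat TrxR1, dispensed at 90 nM, was prereduced with 400 uM NADPH (final) for 5 min at ~22 deg C, then incubated with compound 15 min before 400 uM selenite. A first-read NADPH fluorescence drop versus no-compound background flagged substrates.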
PI4K2A block – PI4K2A (human) kinase inhibition. Q9BTU6. purified PI4K2A, ADP-Glo luminescence, 1 h; hits give low values. activity change, negative = inhibition, % at 76.9 µM. 420,000 tested, 0.13% active; in the data active means activity change below about -50%; inconclusive means mostly about -30% to -49%;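 further: -100% = wells without enzyme as full effect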
Target sequence (Q9BTU6 whole entry, looked up): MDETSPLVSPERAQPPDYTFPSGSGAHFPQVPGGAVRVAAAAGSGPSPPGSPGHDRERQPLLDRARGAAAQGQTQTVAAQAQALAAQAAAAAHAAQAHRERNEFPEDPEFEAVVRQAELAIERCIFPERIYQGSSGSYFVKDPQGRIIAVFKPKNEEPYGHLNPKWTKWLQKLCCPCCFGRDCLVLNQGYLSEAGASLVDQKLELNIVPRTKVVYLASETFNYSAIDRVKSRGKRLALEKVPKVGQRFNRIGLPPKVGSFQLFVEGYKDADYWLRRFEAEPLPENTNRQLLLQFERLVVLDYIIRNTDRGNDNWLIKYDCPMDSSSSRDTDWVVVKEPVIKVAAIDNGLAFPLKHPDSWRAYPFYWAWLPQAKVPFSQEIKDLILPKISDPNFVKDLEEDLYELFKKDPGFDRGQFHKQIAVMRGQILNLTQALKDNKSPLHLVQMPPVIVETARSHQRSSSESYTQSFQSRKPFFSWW
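Compounds are screened against recombinant PI4K2A using PI as substrate and ATP, the latter dispensed at 300 microM. Reactions run one hour at ambient temperature before ADP-Glo detection; full inhibition defined by wells lacking enzyme.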
TRHR agonist – agonists of human TRH receptor; activation, % at 2 µM; P34981; 360,000 tested, 0.18% active; TRHR cells, calcium flux fluo-8, FDSS agonist mode; in the data active means activation above about 30%; further: 0% is about no effect
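Fluo-8-loaded TRHR cells; 10 s baseline, compound added, kinetic Ca2+ fluorescence read 1/s, agonist mode.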
D2 agonist – activates the human D2 dopamine receptor | HEK293 T-REx D2 cells, calcium flux agonist mode | activation, % at 2 µM | 340,000 tested, 0.53% active | AID 485358;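 active means activation over 3 SD above normal in the single-dose calcium agonist read, cut at about 30% in these data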; further: 0% is about no effect
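Calcium-flux readout, 1 cycle/sec over 180 s following compound pin transfer, in inducible HEK293 Trex D2 cells (force-coupled); dopamine controls included. Positive calcium responses during this window marked compounds as potential agonists.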
Active calls of the source: *; ? = inconclusive; . = no result given; & = joins results of further samples; [ ] = dose if it differs, or a comment. Unless noted, the call rests on the fitted dose curve; in most records, active means well fitted inhibition curve with a large enough effect; inconclusive means small, poorly fitted or top-dose-only effect; inactive means no such curve, though single readings can be large or run the other way.

structure	USP1 inh	mIDH1 inhibitor	TRHR enhancer	TrxR1 inh	D2 antag	TrxR1 substrate	PI4K2A block	TRHR agonist	D2 agonist
CC(C)c1csc(CN2CCC(N3CCC(C(=O)N4CCOCC4)CC3)CC2)n1	-10%	2%	3	15%	1	-2%	-1	1.2	1.3
COc1ccc(CC(=O)Nc2ccccc2N2CCOCC2)cc1OC	-10%	-2%	6	15%[57.1 µM]	2	9%[57.1 µM]	-1	0.3	-0.3
Cc1cc2nc(-c3ccc[nH]c3=O)n(Cc3ccc(F)cc3)c2cc1C	-25%	-4%	-8	?	-11	125%[activator]	-1	-0.3	1.9
COc1cc(CCCN2C(=S)NC[C@H]2Cc2ccc(O)cc2)cc(OC)c1OC	-18%	-2%	2	2%[57.1 µM]	-10	5%[57.1 µM]	1	-0.1	-0.1
CCN(CC(=O)NCC1CCCO1)S(=O)(=O)c1ccc2ccccc2c1 (stereo unspecified)	-9%	0%	0	12%[57.1 µM]	.	6%[57.1 µM]	5	-0.4	.
CN(CCOc1ccccc1)C(=O)c1ccc2c(c1)OCO2	-12%	3%	10	13%	-12	3%	-1	-1.1	-0.8
CCn1c(=O)n(CC)c2cc(S(=O)(=O)Nc3cc(C)cc(C)c3C#N)ccc21	5%	3%	-2	10%	-10	5%	-1	-0.1	0.6
CC(=NO)C1CCC2C3CCC4=CC(=NO)CCC4(C)C3C(=O)CC12C (stereo unspecified)	-5%	9%	.	7%	.	3%	13	.	.
Nn1c(SCC(=O)N2CCOCC2)nnc1-c1ccccc1Cl	2%	5%	13	0%	4	4%	5	0.0	-0.3
COCCCNC(=O)CSc1nc2ccccc2c(=O)n1Cc1ccco1	-22%	11%	-1	18%[57.1 µM]	.	2%[57.1 µM]	3	-0.2	-1.3
CC1CCN(S(=O)(=O)c2ccc(NC(=O)[C@@H]3CCCN3C(=O)c3cccs3)cc2)CC1	0%	-4%	3	-7%	3	-14%	4	0.6	1.4
Cc1c(Cl)cccc1NC(=O)CC(NCCN1CCOCC1)C(=O)O (stereo unspecified)	-17%	12%	.	32%[activator]	.	14%	-9	.	.
O=C(NC1CCCCC1)C(c1ccc(F)cc1)N(Cc1ccco1)C(=O)c1ccccn1 (stereo unspecified)	-6%	0%	-2	4%	-1	-5%	-2	0.6	-0.4
CCCCNC(=O)Nc1cc(C)on1	-12%	1%	4	-8%[57.1 µM]	-15	0%[57.1 µM]	-5	0.2	0.2
COc1cccc(OCC(=O)NCCS(=O)(=O)N2CCN(c3ccccc3F)CC2)c1	-19%	-8%	0	8%[57.1 µM]	.	-3%[57.1 µM]	0	-0.8	15
Cn1c(N)c(C(=O)COC(=O)C2CCN(S(=O)(=O)c3cccs3)CC2)c(=O)n(C)c1=O	-2%	-3%	1	9%	-2	-4%	-4	-0.3	0.8
Cn1c(SCCCC(=O)c2ccc(Br)cc2)nnc1-c1ccncc1	1%	0%	-5	2%	3	-3%	-2	-0.1	0.5
COc1ccc(C(=O)/C=C/Nc2ccc(S(=O)(=O)Nc3nc(C)cc(C)n3)cc2)c(OC)c1	-8%	5%	4	-5%	-5	3%	-13	0.4	-0.1
Cc1ccc2c(=O)cc(CSc3nnc(-c4ccccc4)n3C)[nH]c2c1C	-13%	6%	4	9%[57.1 µM]	.	1%[57.1 µM]	-6	-0.1	0.9
CCCn1c(C)cc(/C=C(\C#N)C(=O)OCC(=O)Nc2cccc(S(N)(=O)=O)c2)c1C	-12%	0%	-2	-19%	-29	24%	-5	-0.2	-3.9
CCCn1c(C(O)c2ccc(OC)c(OC)c2)nc2ccccc21 (stereo unspecified)	-11%	-2%	0	31%	-10	2%	-2	0.2	-0.2
COC(=O)C1CC(=O)c2sccc2C1 (stereo unspecified)	-20%	2%	-1	-2%[57.1 µM]	18	4%[57.1 µM]	1	0.4	1.2
O=C(NC1CCCCCC1)C1CCN(c2nc3ccccc3o2)CC1	-16%	3%	-5	35%	15	6%	2	0.2	-0.4
CCCC(=O)NCCCc1nc2ccccc2n1C(C)C	-12%	4%	47*	2%[57.1 µM]	10	5%[57.1 µM]	-13	-0.1	-0.2
CN(C)CC(C)(C)NS(=O)(=O)c1ccc(Cl)cc1	-5%	2%	0	11%	16	8%	0	0.6	0.5
C/C(CC(=O)Nc1ccc(OCc2ccccc2)cc1)=N\NC(=O)C(=O)Nc1ccccc1C	-9%	0%	.	-4%[57.1 µM]	.	-3%[57.1 µM]	1	.	.
Cc1cccc(C2CC(c3ccc(Cl)cc3)Nc3nc(N)nn32)c1 (stereo unspecified)	?	-6%	-7	15%	2	-2%	2	0.6	0.4
Cc1cc(NC(=O)CCN2C(=O)/C(=C/c3ccccc3Cl)SC2=S)no1	-10%	0%	1	4%	6	-3%	1	0.0	-1.1
CCOc1ccc(C2C3=C(CCCC3=O)OC(N)=C2[N+](=O)[O-])cc1 (stereo unspecified)	-4%	3%	-2	-1%[57.1 µM]	-10	3%[57.1 µM]	-1	0.6	0.2
N#CC1=C(N)OC2=C(C(=O)CC(c3ccco3)C2)C1c1ccc(OCc2c(F)cccc2Cl)cc1 (stereo unspecified)	-26%	-2%	-1	-21%	-26	-5%	-4	0.8	1.3

2 records drawn at random from those above:
structure	USP1 inh	mIDH1 inhibitor	TRHR enhancer	TrxR1 inh	D2 antag	TrxR1 substrate	PI4K2A block	TRHR agonist	D2 agonist
Cn1c(N)c(C(=O)COC(=O)C2CCN(S(=O)(=O)c3cccs3)CC2)c(=O)n(C)c1=O	-2%	-3%	1	9%	-2	-4%	-4	-0.3	0.8
CCOc1ccc(C2C3=C(CCCC3=O)OC(N)=C2[N+](=O)[O-])cc1 (stereo unspecified)	-4%	3%	-2	-1%[57.1 µM]	-10	3%[57.1 µM]	-1	0.6	0.2

Carrying on.
structure	USP1 inh	mIDH1 inhibitor	TRHR enhancer	TrxR1 inh	D2 antag	TrxR1 substrate	PI4K2A block	TRHR agonist	D2 agonist
C/C(=N/NC(=O)c1ccc(-c2ccccc2)cc1)c1cccc(O)c1	-28%	-9%	-9	19%	2	5%	-18	-0.1	0.7
CCCCn1c(N)c(N(Cc2ccccc2OC)C(=O)COc2ccc(C)cc2)c(=O)[nH]c1=O	-3%	2%	13	8%	-35	5%	-2	-0.9	-0.1
O=C(Nn1cnnc1)c1ccc(Cl)c(Cl)c1	-24%	10%	-2	19%	6	-2%	3	0.2	-0.1
CCOc1ccc(CCNC(=O)c2cc3sccc3n2CC)cc1OCC	-16%&-23%	13%&5%	-1&-9	7%&2%	.	-1%&-2%	-1&0	-0.4&0.3	-0.7
COCCn1c(=O)[nH]c2cc(C(=O)Nc3ccc(OC)c(Cl)c3)ccc2c1=O	1%	2%	8	14%[57.1 µM]	5	5%[57.1 µM]	-2	-0.1	0.3
CC(Oc1ccc(Cl)cc1Cl)C(=O)OCC(=O)c1c(N)n(C)c(=O)n(C)c1=O (stereo unspecified)	-14%	2%	6	13%	-10	5%	4	2.7	0.8
C=CCn1cc(C(=O)NCc2ccc3c(c2)OCO3)c(=O)c2cc(S(=O)(=O)N(CC)CC)ccc21	-21%	-2%	-17	6%	0	5%	-2	0.3	-0.2
CC(NC(=O)c1ccccc1)c1nnc(SCC(=O)Nc2nnc(C3CC3)s2)n1C (stereo unspecified)	-6%	-10%	13	0%[57.1 µM]	0	-4%[57.1 µM]	3	-0.4	0.1
O=C(O)c1ccc(N2C(=O)C3C4c5ccccc5C(Br)(c5ccccc54)C3C2=O)cc1 (stereo unspecified)	-6%	0%	8	18%[57.1 µM]	-8	-14%[57.1 µM]	0	1.3	0.5
CC1(c2cccc(Br)c2)NC(=O)N(CC(=O)Nc2ccc3c(c2)OCO3)C1=O (stereo unspecified)	-10%	3%	5	22%	-5	-6%	3	0.4	0.8
COc1ccc(/C=C/C(=O)NCCOc2ccccc2OC)cc1	-17%	8%	-2	-17%	-4	-12%	4	-0.5	0.1
Cc1cccc(C)c1NC(=O)NC1(C(=O)N2CCOCC2)CCCCC1	-7%	8%	4	23%[57.1 µM]	0	7%[57.1 µM]	-1	-0.4	0.2
Cc1ccc(N2CC(NC(=O)Cc3ccc(F)cc3)CC2=O)cc1 (stereo unspecified)	-22%	2%	5	15%[57.1 µM]	.	4%[57.1 µM]	0	-0.5	-0.1
O=S1(=O)N[C@@H](Cc2ccccc2)COc2cc(Br)ccc21	-11%	0%	.	6%	.	1%	-1	.	.
Fc1ccc(C2Nc3cccc4cccc(c34)N2)cc1	?	-4%	6	25µM*	-5	-2%	4	1.1	1.2
Cc1c(Cl)cccc1NC(=O)c1ccc2c(c1)nnn2C1CCCC1	-9%	3%	3	-19%[57.1 µM]	.	-13%[57.1 µM]	-2	0.2	-0.5
CCN(CC)c1ccc(NC(=O)COC(=O)CCC(=O)c2cccs2)cc1	-19%	-3%	2	31%	-2	0%	6	-0.8	-0.4
Cc1nn(C)cc1S(=O)(=O)Nc1ccc(C(F)(F)F)cc1	-25%	-1%	0	26%	-29	2%	-4	0.2	0.3
Cc1ccc2c(c1)c1c(c(=O)n(-c3ccccc3C)c(=O)n1CC(=O)NCC1CCCO1)n2C (stereo unspecified)	-13%&-13%	13%&0%	-5&-3	26%&-9%	20	620%[activator]	-4&-4	-0.1&-0.5	-0.1
CCS(=O)(=O)c1nc(S(=O)(=O)c2ccc(C)cc2)c(N2CCCC(C)C2)s1 (stereo unspecified)	-12%	21%	17	10%	5	0%	-2	0.5	-2.8
CC1(c2ccc3ccccc3c2)NC(=O)N(CC(=O)NCC(C)(C)N2CCOCC2)C1=O (stereo unspecified)	-22%	0%	1	0%[57.1 µM]	2	0%[57.1 µM]	2	-0.1	0.2
CCOC(=O)C1CCN(C(=O)CC2C(=O)N(Cc3ccccc3)C(C)c3nc4ccccc4n32)CC1 (stereo unspecified)	-5%	-2%	-2	24%	-14	9%	7	0.7	0.4
CCN(C(=O)c1ccc2c(c1)OCO2)C12CC3CC(CC(C3)C1)C2	-18%	0%	.	14%	.	-4%	-4	.	.
